# Screening results: PubChem, National Center for Advancing Translational Sciences (NCATS)
# RECQ1 helicase – qHTS Assay for Inhibitors of RecQ-Like Dna Helicase 1 (RECQ1) | RECQ1 DNA unwinding, red fluorescence kinetic read | Potency, µM (top dose mostly 57.3 µM), for the others: at the highest dose activity, negative = inhibition, usual class: inhibitors | 240,000 tested, 0.54% active | ATP-dependent DNA helicase Q1 (Homo sapiens), P46063 | AID 2549, 2010;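 also: plate controls were vehicle for no effect and no enzyme for full effect; nearly all actives have a fitted effect of over 30% in size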
#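 50 nM RECQ1T1 preincubated 15 min with compound in Tris pH 8.0 buffer with MgCl2, DTT, Tween-20 and 2.5 ug/ml poly(dI-dC); started with 200 nM TAMRA/BHQ-2 forked duplex and 2 mM ATP. Unwinding read as fluorescence (525/598 nm), two reads 2 h apart.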
# SMN2 splice up – qHTS Assay for Enhancers of SMN2 Splice Variant Expression; Potency, µM (doses to about 46.1 µM), inactives show top-dose activity change, positive = activation, usual class: activators; 210,000 tested, 2.8% active; AID 1458, 2008; HEK293 SMN2-luciferase splicing reporter, luminescence, 30-36 h; also: % of control where 0% means no effect; nearly all actives have a fitted effect of over 55% in size
#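 HEK293 cells carry an SMN2 minigene-luciferase reporter in which exon 7 inclusion puts luciferase in frame. Cells were seeded at 2000 cells/well, attached for 10-12 hours, then exposed to compounds for 30-36 hours at 37C before ONE-Glo luminescence.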
# JMJD2E inh – qHTS Assay for Inhibitors of Human Jumonji Domain Containing 2E (JMJD2E); Lysine-specific demethylase 4E (Homo sapiens), B2RXH2; 230,000 tested, 1.6% active; Potency, µM (highest dose often 57.1 µM), for the others: at the top dose activity change, negative = inhibition, hits mostly inhibitors; JMJD2E catalytic domain, FDH-coupled NADH fluorescence (FDH is formaldehyde dehydrogenase); active = well fitted inhibition curve with a large enough effect, not every such curve was filed as active; inconclusive = small, poorly fitted or top-dose-only effect, or another doubt; inactive = no such curve, though single readings can be large or run the other way;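 also: 0% = wells with enzyme and -100% = buffer wells without enzyme; nearly all actives have a fitted effect of over 50% in size; many of its hits are not listed in these tables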
# Target sequence (B2RXH2 1-337 limits assumed): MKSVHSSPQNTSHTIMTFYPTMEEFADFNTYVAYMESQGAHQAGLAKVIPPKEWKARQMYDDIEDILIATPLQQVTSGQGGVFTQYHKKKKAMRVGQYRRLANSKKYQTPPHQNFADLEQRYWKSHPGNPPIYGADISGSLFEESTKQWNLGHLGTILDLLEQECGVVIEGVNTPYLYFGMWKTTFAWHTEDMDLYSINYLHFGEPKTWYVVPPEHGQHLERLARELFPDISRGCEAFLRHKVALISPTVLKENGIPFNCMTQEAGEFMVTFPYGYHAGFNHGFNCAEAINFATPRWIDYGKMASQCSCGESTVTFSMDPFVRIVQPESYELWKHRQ
# NPSR antag – qHTS Assay for Antagonists of the Neuropeptide S Receptor: cAMP Signal Transduction | CHO-NPSR cells, cAMP TR-FRET, antagonist mode | Potency, µM (top dose mostly 38.3 µM), inactives show at the highest dose activity change, negative = inhibition, actives largely listed as inhibitors | 220,000 tested, 1% active | Q6W5P4 | AID 1461, 2008; also: % is scaled to controls: 0 for no effect and ±100 for the full control effect; nearly all actives have a fitted effect of over 50% in size; many of its hits are not listed in these tables
# RGS12 GoLoco inh – qHTS Assay for Inhibitors of RGS12 GoLoco Motif Activity (Red Fluorophore). Guanine nucleotide-binding protein G(i) subunit alpha-1 (Homo sapiens), P63096. Gai1:RGS12 GoLoco peptide FP, rhodamine, 10 min. Potency, µM (series often up to 61.6 µM), inactives show at the top dose activity, negative = inhibition, hits mostly inhibitors. 230,000 tested, 0.44% active; active = well fitted inhibition curve with a large enough effect, not every such curve was filed as active; inactive = no such curve, though single readings can be large or run the other way; also: % is scaled to controls: 0 for no effect and ±100 for the full control effect; nearly all actives have a fitted effect of over 30% in size; many of its hits are not listed in these tables
# Target sequence (P63096 whole entry, looked up): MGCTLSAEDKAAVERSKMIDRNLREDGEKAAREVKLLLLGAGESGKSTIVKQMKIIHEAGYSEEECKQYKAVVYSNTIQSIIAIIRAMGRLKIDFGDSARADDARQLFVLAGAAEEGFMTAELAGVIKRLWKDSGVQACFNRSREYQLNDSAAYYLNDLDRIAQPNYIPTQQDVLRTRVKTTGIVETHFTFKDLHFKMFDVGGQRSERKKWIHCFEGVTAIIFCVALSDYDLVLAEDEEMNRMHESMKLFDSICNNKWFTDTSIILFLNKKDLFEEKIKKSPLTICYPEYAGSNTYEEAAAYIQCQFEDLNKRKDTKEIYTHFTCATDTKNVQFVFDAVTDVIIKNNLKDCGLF
# Luc counter – Counterscreen for Luciferase (Kinase-Glo TM) Inhibition. Luciferin 4-monooxygenase (Photuris pensylvanica), Q27757. Kinase-Glo luciferase, ATP luminescence, 8 min. Potency, µM (doses to about 38.3 µM), without a hit: at the highest dose activity change, negative = inhibition, most hits filed as inhibitors. 200,000 tested, 0.28% active; also: % is scaled to controls: 0 for no effect and ±100 for the full control effect; nearly all actives have a fitted effect of over 60% in size
#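 Kinase-Glo luciferase light output from ATP and luciferin was measured with 10 uM ATP, within the enzyme's linear range. Buffer: 50 mM imidazole pH 7.2, 50 mM KCl, 7 mM MgCl2, 0.01% Tween 20, 0.05% BSA; luminescence read after 8 min at ambient temperature.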
# IMPase Li cell – qHTS Assay for Identifying the Cell-Membrane Permeable IMPase Inhibitors: Potentiation with Lithium. Potency, µM (top dose mostly 59.4 µM), for inactives: top-dose activity, negative = IMPase inhibition, usual class: inhibitors. 210,000 tested, 0.35% active. CHO-M1 cells, IP1 TR-FRET (IP-One), carbachol + lithium;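 also: IP1 builds up when IMPase is blocked and the TR-FRET signal falls; plate controls were basal vehicle for no effect and high inhibitor control for full effect; nearly all actives have a fitted effect of over 50% in size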
#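 Concentration–response in CHO-M1 cells, lithium-potentiated; 30 min at 37C. IP1 detected by competitive TR-FRET after 10 min lysis at RT. Hill-fitted AC50.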
# Epigenetic reg – Quantitative High-Throughput Screen for Regulators of Epigenetic Control | murine LDR cells, GFP reporter derepression, 30 h | Potency, µM (highest dose often 53.9 µM), inactives show at the top dose GFP activation, actives largely listed as activators | 280,000 tested, 0.2% active; also: % of control where 0% means no effect; nearly all actives have a fitted effect of over 60% in size
#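 Reporter derepression read as number of fluorescent GFP-positive objects, 20-120 um in size, counted by laser-scanning cytometer. Mouse LDR line with an epigenetically silenced CMV-GFP locus; compound incubation 30 h, 37 C.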
# An asterisk follows results filed as active; i = inactive; ? = inconclusive; . = no result given; [ ] = remark or other dose. Unless noted, calls follow the shape of the dose curve; as a rule, active = well fitted curve in the direction sought with a large enough effect; inconclusive = small, poorly fitted or top-dose-only effect, or another doubt; inactive = no such curve, though single readings can be large; an effect the other way counts as inactive or inconclusive. Potency is read from the fitted curve at half-maximal effect. Only part of the results is shown, so the mix of outcomes need not match the whole.
SMILES,RECQ1 helicase,SMN2 splice up,JMJD2E inh,NPSR antag,RGS12 GoLoco inh,Luc counter,IMPase Li cell,Epigenetic reg
CCCCOC(=O)CSC1=C(C#N)C(c2ccccc2OC)C(C#N)C(=O)N1 (stereo unspecified),14µM*,-5%,-1%,-10%[46.1 µM],-3%,0%,-9%[38.3 µM],-0.9%
Cc1ccccc1C(=O)Nc1ccc2c(C#N)c3nc4ccccc4nc3n2c1,32µM*,-12%,?,-29%,65%[activator],-10%,0%,1.0%
CNc1ccc(C(=O)c2ccccc2C(=O)O)cc1[N+](=O)[O-],1%,-5%,0%,-21%,-11%,0%,0%,5.8%
COc1ccc(NC(=O)C23CCC(C)(C(=O)O2)C3(C)C)cc1 (stereo unspecified),i,.,7%,-4%[46.1 µM],0%,5%,5%[38.3 µM],-1.0%
CCN(CC)S(=O)(=O)c1ccc(C(=O)OCCN2C(=O)c3cccc4c(N5CCOCC5)ccc(c34)C2=O)cc1,-5%,2%,8%,-8%,3%,-3%,-2%,6.1%
Cc1nnc(SCC(=O)N2CCN(S(=O)(=O)c3ccccc3)CC2)n1Cc1ccccc1,4%,-1%,14%,-11%[46.1 µM],-6%,2%,22%[38.3 µM],-0.4%
O=C(C(c1ccccc1)c1ccccc1)N1CCN(Cc2ccncc2)CC1,-11%,-22%,?,-8%[46.1 µM],2%,-3%,2%[38.3 µM],-2.5%
Cc1cc(C)n(-c2nnc3n2N=C(c2c[nH]c4ccccc24)CS3)n1,-11%,16%,-3%,-7%[46.1 µM],9%,4%,12%[38.3 µM],-0.8%
COC(=O)N1CCC2(CCN(C(=O)Nc3cccc(F)c3)CC2)CC1,-5%,-8%,.,.,6%,-3%,6%,.
C=CCn1c(NS(=O)(=O)c2ccccc2)c(S(=O)(=O)c2ccc(C)cc2)c2nc3ccccc3nc21,-6%,-86%[inhibitor],0%,13%[46.1 µM],4%,1%,?,0.0%
Cn1c(NCc2ccco2)nc2c1c(=O)n(Cc1ccc(Br)cc1)c(=O)n2C,0%,-10%,-3%,?,4%,0%,47%[activator][38.3 µM],-1.1%
CCCCc1nc2ccccc2c(=O)n1NC(=O)c1c(O)c2c(n(CC(C)C)c1=O)CCCC2,i,-37%[inhibitor],5%,?,5%,0%,1%[38.3 µM],-1.4%
CCOC(=O)c1cc(C)sc1NC(=O)c1ccc(Cl)s1,i,-4%,-1%,?,12%,-3%,27%[38.3 µM],?
COCCNC(=O)CSc1nc(-c2ccccc2)cs1,-3%,26%,2%,5%[46.1 µM],3%,-3%,-4%[38.3 µM],-1.0%
CCOC(=O)NC(C(Cl)(Cl)Cl)S(=O)(=O)c1ccccc1 (stereo unspecified),-5%,.,-4%,10%,4%,.,.,2.8%
O=C(c1ccc(S(=O)(=O)N2CCOCC2)cc1)N(c1cccc(Cl)c1)C1C=CS(=O)(=O)C1 (stereo unspecified),-7%,-32%[inhibitor],-3%,9%,-1%,0%,-2%,-3.9%
CSc1cccc(NC(=O)/C=C/c2ccc(Cl)cc2)c1,-8%,27%,-3%,?,1%,-3%,25%[38.3 µM],-0.2%
Cc1cc(C)cc(-n2cccc2/C=C2/C(=N)N3C(=NC2=O)SN=C3S(C)(=O)=O)c1,32µM*,-20%,-25%,-44%,94%[activator],3%,-1%,-4.8%
CCOC(=O)C1=C(C)Nc2nc(=S)[nH]n2C1c1ccc(Cl)cc1 (stereo unspecified),-3%,-1%,1%,-19%[46.1 µM],7%,-3%,12%[38.3 µM],-2.3%
N/C(Cc1ccc(Cl)cc1Cl)=N\OC(=O)c1ccccc1F,i,11%,-5%,-1%,6%,-1%,21%,-0.4%
CC(=O)c1c(C)[nH]c(C(=O)OCC(=O)N2CC(=O)Nc3ccccc32)c1C,0%,-34%[inhibitor],-10%,5%,1%,0%,-4%,-0.4%
Cc1ccc2nc(SCC(=O)c3cc(C)n(C)c3C)[nH]c2c1,-6%,11%,-5%,-4%[46.1 µM],7%,-4%,15%[38.3 µM],-2.9%
COc1nc(Nc2ccc([N+](=O)[O-])cc2)nc(NC(C)C)n1,-5%,-45%[inhibitor],-5%,-16%,11%,4%,4%,0.0%
CCCCn1cc(SCC(=O)O)c2ccccc21,-4%,-6%,?,-13%[46.1 µM],9%,-3%,18%[38.3 µM],0.0%
Cc1ccccc1-c1nnc(NC(=O)c2cc3ccccc3oc2=O)s1,-1%,-41%,3%,12%,4%,1%,-4%,1.1%

# An excerpt from the list above, as a working copy:
SMILES,RECQ1 helicase,SMN2 splice up,JMJD2E inh,NPSR antag,RGS12 GoLoco inh,Luc counter,IMPase Li cell,Epigenetic reg
C=CCn1c(NS(=O)(=O)c2ccccc2)c(S(=O)(=O)c2ccc(C)cc2)c2nc3ccccc3nc21,-6%,-86%[inhibitor],0%,13%[46.1 µM],4%,1%,?,0.0%
Cn1c(NCc2ccco2)nc2c1c(=O)n(Cc1ccc(Br)cc1)c(=O)n2C,0%,-10%,-3%,?,4%,0%,47%[activator][38.3 µM],-1.1%
CCCCc1nc2ccccc2c(=O)n1NC(=O)c1c(O)c2c(n(CC(C)C)c1=O)CCCC2,i,-37%[inhibitor],5%,?,5%,0%,1%[38.3 µM],-1.4%
CCOC(=O)c1cc(C)sc1NC(=O)c1ccc(Cl)s1,i,-4%,-1%,?,12%,-3%,27%[38.3 µM],?
COCCNC(=O)CSc1nc(-c2ccccc2)cs1,-3%,26%,2%,5%[46.1 µM],3%,-3%,-4%[38.3 µM],-1.0%
CCOC(=O)NC(C(Cl)(Cl)Cl)S(=O)(=O)c1ccccc1 (stereo unspecified),-5%,.,-4%,10%,4%,.,.,2.8%
O=C(c1ccc(S(=O)(=O)N2CCOCC2)cc1)N(c1cccc(Cl)c1)C1C=CS(=O)(=O)C1 (stereo unspecified),-7%,-32%[inhibitor],-3%,9%,-1%,0%,-2%,-3.9%
CSc1cccc(NC(=O)/C=C/c2ccc(Cl)cc2)c1,-8%,27%,-3%,?,1%,-3%,25%[38.3 µM],-0.2%

# Additional structures
SMILES,RECQ1 helicase,SMN2 splice up,JMJD2E inh,NPSR antag,RGS12 GoLoco inh,Luc counter,IMPase Li cell,Epigenetic reg
CCn1c(C)nc2cc(C(=O)NNC(=O)Nc3cccc(Cl)c3)ccc21,i,.,15%,-2%,-1%,-1%,1%,2.1%
O=C(/C=C\Nc1ccc(S(=O)(=O)Nc2ncccn2)cc1)c1ccccc1,17%,.,?,-4%,3%,.,.,-1.1%
CC(C)OCCCn1c(SCC(=O)N2CCc3ccccc32)nc2ccccc2c1=O,-1%,-33%[inhibitor],5%,-28%,-16%,2%,4%,2.1%
CN1C(=O)C(O)(C2COC(C)(C)CC2=O)c2ccccc21 (stereo unspecified),-4%,9%,-1%,-3%[46.1 µM],5%,-4%,-12%[38.3 µM],-7.1%
CCCCn1c(SCC(=O)Nc2ccc3c(c2)OCO3)nc2c1c(=O)n(C)c(=O)n2C,15%,-28%,1%,-14%[46.1 µM],-8%,1%,23%[38.3 µM],-1.4%
Cc1cccc(OCC(=O)N2CCN(S(C)(=O)=O)CC2)c1,i,3%,4%,6%,15%,-2%,0%,-1.3%
Cc1ccc(S(=O)(=O)NNc2nnc(C)c(=O)[nH]2)cc1,i,22%,-9%,12%,-1%,5%,-5%,-2.5%
Cc1ccc(C)c(NC(=O)Cc2nc(CCl)cs2)c1,-14%,-25%,-6%,3%,-13%,-1%,-1%,-3.2%
CCOc1ccc(Cc2nc(C)c(CC(=O)N3CCCCC3)c(=O)[nH]2)cc1,0%,2%,8%,-4%[46.1 µM],9%,-4%,-11%[38.3 µM],-1.1%
COc1ccc(N2C(=O)C(CC(=O)Nc3ccccc3)N(Cc3ccc(OC)c(OC)c3)C2=O)cc1 (stereo unspecified),-1%,10%,9%,3%,-3%,-2%,-5%,1.6%
COc1c(O)cc2c(=O)oc3c(OC)c(O)cc4c(=O)oc1c2c34,3.2µM*,6%,7.1µM*,.,-7%,-1%,37%[activator],5.4%
COc1ccccc1-n1c(C)cc(/C=C2/C(=N)N3C(=NC2=O)SN=C3S(C)(=O)=O)c1C,-16%,-14%,?,-59%,11%,-2%,4%,0.5%
Cc1[nH]nc2c1C1(CCN(C(=O)c3ccccc3)CC1)C(C#N)=C(N)O2,0%,-4%,0%,-8%[46.1 µM],7%,-3%,15%[38.3 µM],0.0%
Cc1ccc(-n2c(C)cc(C(=O)CN3CCOCC3)c2C)cc1C,-13%,-13%,-12%,-5%,10%,-7%,3%,-1.1%
Cc1ccc(C(c2nnnn2C2CCCC2)N2CCc3ccccc32)cc1 (stereo unspecified),-18%,-28%,-2%,-26%,13%,3%,-1%,-3.2%
CCOC(=O)/C(C(N)=NCCCO)=C(/O)c1ccccc1,-12%,-27%,3%,5%[46.1 µM],5%,-5%,-29%[38.3 µM],0.1%
CCSCc1nnc(SCC(=O)Nc2cc(F)ccc2C)n1C,8%,-7%,4%,8%,10%,2%,3%,3.4%
COCCN1C(=O)/C(=C/c2ccc(N3CCCC3)cc2C)SC1=S,-11%,.,-30%,21%,-90%,-17%,11%,2.8µM*
